# RAD52 inh: RAD52 (human) annealing inhibition | P43351 | recombinant RAD52 DNA annealing, FRET fluorescence | inhibition, % at 18.7 µM | actives 0.46% (n = 360,000);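 active = every replicate showing at least 50% inhibition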
# EWS-Fli inh: inhibitors of EWS/Fli oncoprotein transcriptional activity | actives 0.67% (n = 350,000) | inhibition, % at 12.6 µM | A673 NR0B1-luciferase reporter, viability-normalised;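 active = mean inhibition of at least 50% after viability correction, with every replicate also passing that limit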;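 also: firefly luciferase signal divided by Alamar Blue viability fluorescence both relative to DMSO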
# FN deposit inh: fibronectin deposition inhibition. AH1F fibroblasts, Alexa488-fibronectin deposition fluorescence, overnight. inhibition, % at 12.6 µM. actives 0.086% (n = 350,000). AID 743247;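 active = mean inhibition across replicates of 30% or more, regardless of how many single replicates reach that level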;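 also: positive control wells lacked labelled fibronectin entirely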
#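 Measured by – fluorescence 485/525 nm · System – AH1F fibroblast monolayer, labelled fibronectin deposition · Amount – 10000 cells per well · Buffer or medium – serum-reduced DMEM (2% serum) · Doses – single dose, pinned · Also added – fluorescent fibronectin at 24 nM final · Schedule – 1 h cell attachment, overnight exposure to compound and label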
# esBAF inh: blocks esBAF chromatin remodeling in mouse ES cells; Bmi1-luciferase knock-in reporter, 24 h; 100% = twice the neutral-well signal; reporter increase, % at 12.5 µM; actives 2% (n = 350,000); AID 602393; in the data active = activation above about 40%;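 also: 0% = median of the plate's neutral control wells and 100% = double that signal; a rise in the Bmi1 reporter signal indicates esBAF inhibition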
# Xi reactivation: activators of X-chromosome reactivation in mouse fibroblasts; XiGFP mouse fibroblasts, % GFP-positive cells imaging, 3 d; cells co-treated with 5-aza-dC sensitizer; scaled so ellipticine positive control = 100%; actives 0.055% (n = 360,000); activation, % at 7.58 µM;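 active = mean normalized replicate activation at least 10% and every replicate at or above 10%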;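 also: 0% = median of on-plate neutral control wells and 100% = ellipticine 6 µM median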
#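 Material: XiGFP fibroblasts, SV40-immortalized; Buffer or medium: DMEM containing 5-aza-dC; Compound dosing: single point; Times: 3 days compound exposure.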
# E-sel inducer: E-selectin induction on HUVECs; P16581; HUVEC E-selectin immunofluorescence imaging; normalized: neutral wells 0, TNF-alpha wells 100; activation, % at 7.58 µM; actives 0.37% (n = 260,000); AID 686992;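 active = mean E-selectin-positive cell signal at least 10% of the positive control, reached in at least 60% of replicates, without over 20% cell loss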;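 also: in these data hits start at about 27%; measured in HUVEC primary endothelial cells; signal is the percent of cells scored E-selectin positive by PE staining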
#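 material = human umbilical vein endothelial cells (HUVEC), E-selectin induction | quantity = 3,000 cells/well | medium = EGM-2 growth medium on 0.1% gelatin-coated wells | technique = immunofluorescence imaging | read-out basis = % PE-positive cells | control set = TNF-alpha positive control, DMSO neutral control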
# S100A4 MyoIIA: blocks human S100A4 binding to myosin IIA peptide; P26447; S100A4/TAMRA-MyoIIA peptide fluorescence polarization; inhibition, % at 10.7 µM; actives 0.14% (n = 360,000); AID 652163;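 active = mean inhibition of at least 70% across replicates, with every replicate also reaching that level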
# Target sequence (P26447 whole entry, looked up): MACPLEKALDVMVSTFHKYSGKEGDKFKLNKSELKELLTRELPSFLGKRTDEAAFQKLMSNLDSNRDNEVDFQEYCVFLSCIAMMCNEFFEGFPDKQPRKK
#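 Material: S100A4 monomer (human). Medium: Calcium-containing HEPES buffer, pH 7.2. Probe or stimulus: labelled myosin peptide probe, 5 nM. Compound dosing: one concentration per compound. Timing: polarization read 5 min after assay mix addition, stable 5–60 min. Benchmarks: DMSO as neutral control, TFP as positive control.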
# RAD54 inh: blocks human RAD54 Holliday junction branch migration; Q92698; FAM/BHQ fluorescence; inhibition, % at 10.4 µM; actives 0.14% (n = 360,000); AID 602329;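 active = mean normalized replicate activity at least 40 and at least half of replicates scoring 40 or more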;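 also: 0% = median of neutral control wells and 100% = median of positive control wells; inhibitors cause a drop in the FAM fluorescence signal; in these data hits start at about 50%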
# Target sequence (Q92698 whole entry, looked up): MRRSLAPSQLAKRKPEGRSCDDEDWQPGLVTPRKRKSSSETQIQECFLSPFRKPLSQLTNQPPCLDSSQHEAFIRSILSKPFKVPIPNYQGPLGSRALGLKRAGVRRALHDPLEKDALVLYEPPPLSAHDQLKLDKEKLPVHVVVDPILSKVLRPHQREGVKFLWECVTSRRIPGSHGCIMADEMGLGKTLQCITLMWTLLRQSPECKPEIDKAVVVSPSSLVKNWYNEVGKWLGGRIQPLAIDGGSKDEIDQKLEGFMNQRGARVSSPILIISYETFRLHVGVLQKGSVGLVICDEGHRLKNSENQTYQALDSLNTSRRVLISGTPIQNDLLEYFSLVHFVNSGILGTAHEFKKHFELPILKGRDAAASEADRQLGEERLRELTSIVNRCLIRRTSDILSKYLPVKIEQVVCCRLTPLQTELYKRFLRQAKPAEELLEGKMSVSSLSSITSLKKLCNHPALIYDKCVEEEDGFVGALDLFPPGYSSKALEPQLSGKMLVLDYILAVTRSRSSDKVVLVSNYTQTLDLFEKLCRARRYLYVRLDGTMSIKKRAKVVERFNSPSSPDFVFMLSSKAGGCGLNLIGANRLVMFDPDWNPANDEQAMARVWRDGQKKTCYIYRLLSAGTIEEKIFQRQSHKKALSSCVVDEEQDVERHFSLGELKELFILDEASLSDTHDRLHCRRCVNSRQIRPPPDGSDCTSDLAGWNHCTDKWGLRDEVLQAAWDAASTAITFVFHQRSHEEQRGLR
# Starred values were filed as active, the others as inactive; / = not tested or not shown; & = joins results of further samples; ! = not confirmed by another sample. Rows were taken by chance. Share with any hit: about 3%.
SMILES,RAD52 inh,EWS-Fli inh,FN deposit inh,esBAF inh,Xi reactivation,E-sel inducer,S100A4 MyoIIA,RAD54 inh
COC(=O)C1=C(C)Nc2c(c(=O)n(C)c(=O)n2C)C1c1ccc(C)cc1 (stereo not given),-14,-5,2,1,0.0,/,-16,9
C[C@@H]1CN([C@H](C)CO)C(=O)c2cc(N(C)C)ccc2O[C@H]1CN(C)S(=O)(=O)c1cn(C)cn1,-11,1,1,-2,0.2,63*,-5,1
O=Nc1ccccn1,14,0,14,/,-0.1,-0.1,-1,/
COC(=O)C1=NNC2(C)C(=O)N(c3ccc(C)cc3)C(=O)C12 (stereo not given),-2,2,-2,/,0.1,0.7,-5,/
NCCCC[C@@H]1NC(=O)c2cc([N+](=O)[O-])cc(I)c2SC[C@@H](C(N)=O)NC(=O)[C@H](CCC(N)=O)NC1=O,-14,0,0,-8,0.0,-0.2,4,-1
COCc1cc(N2CCN(C(=O)OC(C)(C)C)C[C@H]2C)ccc1N1C[C@@H](C)O[C@@H](C)C1,-12,4,-8,/,0.4,0.3,-10,/
C#CCOc1ccc(C2C3=C(COC3=O)Nc3cc4c(cc32)OCO4)cc1OC (stereo not given),2,58*,/,/,0.0,/,-1,/
COc1ccccc1-c1cn(CC[C@H]2CC[C@@H](NC(=O)C3CCOCC3)[C@H](CO)O2)nn1,2,0,/,0,-0.4,0.5,5,-7
Cc1ccc(-c2cc(C(=O)Nc3ccc(S(=O)(=O)Nc4onc(C)c4C)cc3)[nH]n2)c(O)c1,-1,0,-6,/,0.0,6.4,-62,-10
Cc1cccc2c(N=Nc3ccccc3)c(O)[nH]c12,-17,-81,-8,/,2.4,/,-8,/
COc1ccc(CC(CN)c2ccccc2)cc1 (stereo not given),-78,0,-6,-3,0.1,/,-12,3
CCCn1c(Oc2ccccc2)nc2c1c(=O)n(C)c(=O)n2C,-6,6,14,-6,0.1,/,1,-8
Cc1cccc([C@@H]2[C@@H]3C(=O)N(C)C(=O)[C@@H]3[C@@H]3C(=O)Nc4ccccc4C(=O)N23)c1,-5,-12,4,-2,0.1,-0.1,-3,-3
O=C(c1ccc2c(c1)OCO2)C1CCCN(Cc2ccccc2OC(F)F)C1 (stereo not given),-14,/,/,-5,0.4,-0.5,-4,-2
Cn1cnc(C(=O)NCc2ccc(CNC(=O)OC(C)(C)C)cc2)c1C(=O)NCc1ccc(CNC(=O)OC(C)(C)C)cc1,/,27,-10,-7,0.0,0.8,/,0
OC[C@@H]1CN(CCc2ccccc2)C[C@H](n2cnc3c(N4CCOCC4)ncnc32)O1,-18,1,4,-2,-0.1,-0.2,-6,4
O=C(Cc1ccc(Cl)cc1)N1CCC2(CC1)NCCc1[nH]cnc12,-2,/,-2,11,0.2,/,-4,-9
COc1ccccc1N(CC(=O)Nc1cccc(C(F)(F)F)c1)S(C)(=O)=O,-11,-20,/,4,0.0,/,4,-20
Cc1cc([N+](=O)[O-])ccc1P(=O)(O)c1ccc([N+](=O)[O-])cc1C,7,5,-1,/,0.2,-0.4,-5,/
NCC[C@H]1CC[C@@H](NC(=O)NC2CCCCC2)[C@@H](CO)O1,1,5,-3,-3,0.6,-0.2,-3,-12
COC(=O)[C@]12C[C@H](CC(=O)NCC3CCCCC3)C(=O)N(CCC3=CCCCC3)C1=C[C@H](C(C)(C)C)O[C@@H]2C,-5,11,12,/,0.0,-0.1,0,/
COc1ccc2c3c(n(C)c2c1)[C@@H](CO)N(C(=O)C1CCOCC1)CC31CCN(C(=O)C2CC2)CC1,4,-9,/,/,0.2,-0.4,1,/
CC(=O)N1[C@H](CO)[C@H](c2ccccc2)C12CN(C(=O)c1ccccc1)C2,-9,/,/,/,0.1,0.0,-2,/
Cc1cc2c(cn1)C(CCC#N)(CCC#N)c1ccccc1-2,-5,14,-13,-5,0.1,/,0,-6
Cc1cc(C)c(S(=O)(=O)N2CCCCC2CCNC(=O)C(=O)NCCN2CCOCC2)c(C)c1 (stereo not given),-16,-4,1,-4,0.1,4.5,-43,-9
COC(=O)c1ccc(C(=O)OC)c(NC(=O)COC(=O)c2ccccc2OC)c1,-24,11,-7,/,-0.1,-0.6,1,/
Cc1cc(NC(=O)c2ccc(C(C)(C)C)cc2)no1,-15,-71,0,2,0.0,/,2,-6
COc1cccc(CNC(=O)Cc2csc(Nc3nc(=S)[nH]c4ccccc34)n2)c1,-23,14,-10,3,-0.1,1.5,-2,-6
COc1ccc(CN(C)C(=O)c2ccc(NC(=O)CC3SC(N4CCCC4)=NC3=O)cc2)c(OC)c1OC (stereo not given),6,-9,-1,-10,0.2,-2.7,1,/
COc1ccc2c(c1)cc1n2CCN2CCCN=C12,8,3,/,-1,/,/,-4,1
COc1ccc(CCNC(=O)c2nc(-c3cccs3)no2)cc1OC,-8,-14,-2,/,0.1,/,4,/
CC1CC(C)CN(CC(=O)Nc2ccc3c(c2)OCCO3)C1 (stereo not given),/,/,1,21,/,-0.2,/,-1
Cc1ccc(-n2c(C)cc(C=C3C(=O)N(C)C(=O)N(C)C3=O)c2C)cc1,-1,0,-1,/,0.0,/,-5,/
O=[N+]([O-])c1cccc(N/N=C/c2ccc(N3CCOCC3)cc2)c1,-16,-137,0,66*,/,/,5,-1
O=C(CCNC(=O)c1ccc(Cl)cc1)Nc1ccc(Cl)cc1F,1,-5,-2,/,0.0,1.4,-3,/
COc1ccc(NC(=O)CSc2nc3nc(-c4cccs4)cc(C(F)(F)F)c3c(=O)[nH]2)c(OC)c1,/,2,/,-11,-0.3,/,/,-6

# Sorted by heavy-atom count (lowest first): some entries from above.
SMILES,RAD52 inh,EWS-Fli inh,FN deposit inh,esBAF inh,Xi reactivation,E-sel inducer,S100A4 MyoIIA,RAD54 inh
O=Nc1ccccn1,14,0,14,/,-0.1,-0.1,-1,/
Cc1cccc2c(N=Nc3ccccc3)c(O)[nH]c12,-17,-81,-8,/,2.4,/,-8,/
NCC[C@H]1CC[C@@H](NC(=O)NC2CCCCC2)[C@@H](CO)O1,1,5,-3,-3,0.6,-0.2,-3,-12
COC(=O)C1=NNC2(C)C(=O)N(c3ccc(C)cc3)C(=O)C12 (stereo not given),-2,2,-2,/,0.1,0.7,-5,/
Cc1cc([N+](=O)[O-])ccc1P(=O)(O)c1ccc([N+](=O)[O-])cc1C,7,5,-1,/,0.2,-0.4,-5,/
Cc1ccc(-n2c(C)cc(C=C3C(=O)N(C)C(=O)N(C)C3=O)c2C)cc1,-1,0,-1,/,0.0,/,-5,/
COC(=O)c1ccc(C(=O)OC)c(NC(=O)COC(=O)c2ccccc2OC)c1,-24,11,-7,/,-0.1,-0.6,1,/
COc1ccccc1-c1cn(CC[C@H]2CC[C@@H](NC(=O)C3CCOCC3)[C@H](CO)O2)nn1,2,0,/,0,-0.4,0.5,5,-7
Cc1cc(C)c(S(=O)(=O)N2CCCCC2CCNC(=O)C(=O)NCCN2CCOCC2)c(C)c1 (stereo not given),-16,-4,1,-4,0.1,4.5,-43,-9
NCCCC[C@@H]1NC(=O)c2cc([N+](=O)[O-])cc(I)c2SC[C@@H](C(N)=O)NC(=O)[C@H](CCC(N)=O)NC1=O,-14,0,0,-8,0.0,-0.2,4,-1
Cn1cnc(C(=O)NCc2ccc(CNC(=O)OC(C)(C)C)cc2)c1C(=O)NCc1ccc(CNC(=O)OC(C)(C)C)cc1,/,27,-10,-7,0.0,0.8,/,0

# (cont.)
SMILES,RAD52 inh,EWS-Fli inh,FN deposit inh,esBAF inh,Xi reactivation,E-sel inducer,S100A4 MyoIIA,RAD54 inh
CCC(=O)N1CC2(CCN(C(=O)CN3CCOCC3)CC2)c2c([nH]c3cc(OC)ccc23)[C@@H]1CO,-11,-3,/,/,-0.1,0.4,12,/
C[C@@H]1CN([C@@H](C)CO)C(=O)c2cc(NC(=O)C3CC3)ccc2O[C@@H]1CN(C)Cc1ccc(Cl)c(Cl)c1,2&-60,57*!,4&1,-8&4,-0.8&-0.2,0.3,-11&-6,-1&4
COc1cc(C2Nc3c(F)cccc3C3C=CCC32)cc(Br)c1OC (stereo not given),-2,8,-2,4,0.9,0.6,-1,/
COc1cccc(OC)c1C(=O)Nc1ccc2nc(C)c(C)nc2c1,5,-13,4,23,0.0,-0.2,-2,-7
CC(OC(=O)C1CC(=O)N(Cc2ccco2)C1)C(=O)Nc1ccc(F)cc1Cl (stereo not given),-5,-19,3,8,0.1,/,1,-10
CN(C)C(=O)C[C@@H]1C=C[C@@H](NC(=O)Nc2cccc(F)c2)[C@H](CO)O1,13,-11,-3,1,0.0,-0.3,5,-11
COc1cccc(S(=O)(=O)N[C@H]2C=C[C@@H](CC(=O)NCc3ccncc3)O[C@H]2CO)c1,-4,-7,-5,-1,0.1,0.2,-10,-3
CO[C@H]1CN(C)C(=O)c2ccc(NC(=O)C3CCC3)cc2OC[C@@H](C)N(Cc2cccnc2)C[C@@H]1C,3,3,-2,-2,0.1,0.3,-10,2
COc1ccc(NC(=O)CSc2nc3ccccc3cc2Cc2ccccc2)cc1,-10,-30,/,13,/,/,-5,-7
Cc1noc(C)c1C(=O)N1CCCC(C(=O)c2cccc(C(F)(F)F)c2)C1 (stereo not given),-14,6,2,-3,0.0,/,6,3
CCn1ccnc1CN(C)Cc1cn(-c2ccccc2)nc1-c1ccc(OC)cc1F,-13,15,-12,3,0.0,/,-4,3
Cc1noc(C)c1S(=O)(=O)N(C)C[C@@H]1OCCCC[C@H](C)Oc2ccc(NC(=O)C3CCCCC3)cc2C(=O)N([C@H](C)CO)C[C@@H]1C,-36,9,/,5,-0.9,-0.2,12,-4
C[C@H](CO)N1C[C@H](C)[C@H](CN(C)Cc2ccc3c(c2)OCCN3C)OCc2cnnn2CCCC1=O,-1,1,-4,-4,0.2,-0.2,44,-3
Cc1cc(/C=N/NC(N)=S)c(C)n1-c1ccc(Cl)c(Cl)c1,-8,6,-10,/,4.5,/,-4,/
CCC(C)NC(=O)CSc1nnc(-c2ccc(OC)c(OC)c2)c(-c2ccc(OC)c(OC)c2)n1 (stereo not given),-8,5,0,3,0.3,25,-2,1
CCOC(=O)N1CCN(Cc2nc(C3CC3)no2)CC1,-8,-3,3,/,0.3,-0.2,-18,/
CC1(C)CC(=O)C2=C(C1)NC(Nc1nc3ccccc3o1)=NC2c1ccccn1 (stereo not given),-15,2,-13,6,0.0,-0.3,2,2
Cc1ccc(CNC(=O)c2nnc(Cc3ccc(Cl)cc3)o2)cc1,5,-6,9,-1,0.0,-1.8,5,/
COc1ccccc1-n1nnnc1SCC(=O)Nc1ccccc1,-17,3,0,10,0.0,/,-12,1
COc1cccc(-c2ccc3n(c2=O)C[C@@H]2[C@@H](CO)[C@H](C(=O)NC4Cc5ccccc5C4)N[C@H]32)c1,17,-3,0,-3,0.2,-0.3,-27,-1
C[C@@H]1CN([C@@H](C)CO)C(=O)c2cc(NC(=O)Nc3ccccc3)ccc2O[C@@H](C)CCCCO[C@H]1CN(C)S(=O)(=O)c1cccs1,-16,5,-2,-2,0.1,/,2,4

# Compound activity from PubChem.
